Pf growth 96h: Primary qHTS for delayed death inhibitors of the malarial parasite plastid, 96 hour incubation. P. falciparum luciferase reporter growth, 96 h. Potency, µM (highest dose often 28.7 µM), for the others: at the top dose activity change, negative = inhibition, most hits filed as inhibitors. 320,000 tested, 6.9% active. AID 504834, 2011; further: potency means the concentration at half of the fitted maximal effect; on the % scale 0 is the no-effect control and ±100 the full control effect
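Luminescence readout: decreased luciferase signal marks inhibited growth of reporter-expressing P. falciparum in infected red cells (2% hematocrit, 0.05% parasitemia final), exposed to compound two generations (96 h, 37 C, 5% CO2).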
LmPK inh: qHTS Assay for Inhibitors of Leishmania Mexicana Pyruvate Kinase (LmPK); AID 1721, 2009; Q27686; Potency, µM (highest dose often 57.5 µM), inactives show at the highest dose activity change, negative = inhibition, hits mostly inhibitors; purified LmPK, Kinase-Glo ATP luminescence, 1 h; 290,000 tested, 0.37% active; further: potency means the concentration at half of the fitted maximal effect; on the % scale 0 is the no-effect control and ±100 the full control effect
Target sequence (Q27686 whole entry, looked up): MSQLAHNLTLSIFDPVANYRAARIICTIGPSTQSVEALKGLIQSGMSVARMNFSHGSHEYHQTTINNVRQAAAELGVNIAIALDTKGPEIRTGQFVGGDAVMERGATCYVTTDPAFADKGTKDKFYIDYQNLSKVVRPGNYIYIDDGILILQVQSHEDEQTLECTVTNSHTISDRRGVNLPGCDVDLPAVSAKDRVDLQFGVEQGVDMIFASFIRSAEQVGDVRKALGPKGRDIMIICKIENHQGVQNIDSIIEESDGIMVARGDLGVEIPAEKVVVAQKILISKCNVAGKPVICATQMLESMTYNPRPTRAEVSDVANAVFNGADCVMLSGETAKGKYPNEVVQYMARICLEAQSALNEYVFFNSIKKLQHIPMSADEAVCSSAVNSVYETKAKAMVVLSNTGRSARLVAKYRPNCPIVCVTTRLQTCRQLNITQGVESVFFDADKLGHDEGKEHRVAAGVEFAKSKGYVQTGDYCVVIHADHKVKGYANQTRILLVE
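Purified LmPK (0.1 nM) converted ADP (0.1 mM) to ATP with PEP (0.5 mM) in imidazole buffer pH 7.2 with KCl and MgCl2, 1 h at room temperature. ATP was read by Kinase-Glo luminescence; data normalized to uninhibited and no-enzyme controls.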
HCV inh: qHTS Assay for Inhibitors of Hepatitis C Virus (HCV) | Huh7.5.1 HCVcc-Cre infection, luciferase reporter, 44 h | Potency, µM (top dose mostly 41.8 µM), without a hit: top-dose activity change, negative = inhibition, usual class: inhibitors | 340,000 tested, 3.4% active | AID 651820, 2012; further: potency means the concentration at half of the fitted maximal effect; on the % scale 0 is the no-effect control and ±100 the full control effect
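Reporter virus HCVcc-Cre (~0.5 moi) infects cells exposed to compound; seeding density 1,000 cells/well with 4 h settling beforehand. Luminescence, 15 sec read, taken 44 h post-infection following a 15 min RT substrate incubation.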
Shiga toxin inh: A qHTS for Small Molecule Inhibitors of Shiga Toxin; inhibition, % at 38.7 µM; Vero cells, Shiga toxin protein synthesis inhibition reporter; AID 2315, 2010; 290,000 tested, 9.2% active; in the data active means inhibition mostly above about 28%, no sharp cut-off; inactive means mostly below about 43%; further: 0% is about no effect
Cycloheximide cs: Cycloheximide Counterscreen for Small Molecule Inhibitors of Shiga Toxin | 300,000 tested, 12% active | AID 2314, 2010 | cell reporter, cycloheximide protein synthesis inhibition counterscreen | max response, %; in the data active means max response mostly above about 13%, no sharp cut-off; inactive means mostly below about 14%; further: read at 38.3 µM for the half of the compounds with a filed dose; 0% is about no effect
TbPYK inhibitor: qHTS of Trypanosoma Brucei Inhibitors. pyruvate kinase (Trypanosoma brucei), Q57TT1. TbPYK enzyme, Kinase-Glo Plus ATP luminescence, 45 min. Potency, µM (titrated, usually from 76.8 µM), for the others: top-dose activity, negative = inhibition, usual class: inhibitors. 410,000 tested, 0.12% active; further: potency means the concentration at half of the fitted maximal effect; on the % scale 0 is the no-effect control and ±100 the full control effect; nearly all actives have a fitted effect of over 50% in size
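ADP (130 uM final) triggers the TbPYK reaction after compound addition; incubation is 45 min at room temperature. Kinase-Glo Plus is then added and luminescence imaged. Normalized data are fitted to concentration-effect curves.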
Pf growth 48h: Primary qHTS for delayed death inhibitors of the malarial parasite plastid, 48 hour incubation; Potency, µM (series often up to 28.7 µM), for the others: top-dose activity change, negative = inhibition, actives largely listed as inhibitors; AID 504832, 2011; 310,000 tested, 5.9% active; P. falciparum luciferase growth in erythrocytes, 48 h; further: potency means the concentration at half of the fitted maximal effect; on the % scale 0 is the no-effect control and ±100 the full control effect
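Luciferase-expressing parasites in RBCs, 2% Hct / 0.1% parasitemia final; RPMI 1640 + 0.5% Albumax; 37 C, 5% CO2, one generation; luminescence read-out, lower signal = inhibition.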
The depositor's hits bear a star; ? = inconclusive; . = not tested or not shown; & = joins results of further samples; ! = a repeat was not active; [ ] = another dose, or the depositor's remark. Unless noted, the call rests on the fitted dose curve; in most records, active means well fitted curve in the direction sought with a large enough effect; inconclusive means small, poorly fitted or top-dose-only effect, or another doubt; inactive means no such curve, though single readings can be large; an effect the other way counts as inactive or inconclusive.

SMILES	Pf growth 96h	LmPK inh	HCV inh	Shiga toxin inh	Cycloheximide cs	TbPYK inhibitor	Pf growth 48h
Cc1cc(C)nc(NC(=O)NS(=O)(=O)N2CCCCCC2)n1	44%[activator]	6%	-1%	-14	-2	-2%	-3%
O=C(c1ccc(CN2CCOCC2)cc1)N1CCN(c2ccccc2)CC1	214%[activator]	5%	7%	2	-3	-6%	12%
Cc1ccc(S(=O)(=O)c2nc(S(=O)(=O)c3ccc(C)cc3)c(NCc3ccco3)s2)cc1	13µM*	0%	-20%	27	1	-8%	?
O=C(O)/C(=C\c1cn(-c2ccccc2)nc1-c1ccc(Cl)cc1)NC(=O)c1ccccc1	-4%	1%	10%	-8	-7	8%	-6%
O=C(c1ccco1)N1CCn2c1nc1ccccc12	14%	?	4%	53*	29*	-8%	57%[activator]
CCOCC(O)CS(=O)(=O)c1ccccn1 (stereo unspecified)	1%	-3%	.	1	-7	-2%	19%
CCC1CCCCN1C(=O)CSc1nnc2nc(C)cc(C)n12 (stereo unspecified)	?	.	19%	.	.	-11%	-23%
O=S(=O)(c1ccc(F)cc1)N1CCN(c2ccc(F)cc2)CC1	?	-2%	7%	17	-2	-1%	1%
COc1ccc(C(=O)/C=C/Nc2c(C)n(C)n(-c3ccccc3)c2=O)cc1OC	3%	-1%	8%	-13	1	-7%	?
Cc1cc(Cl)c(S(=O)(=O)N2CCN(c3cccc(C)c3C)CC2)cc1OCC(N)=O	?	15%	?	-15	-3	.	.
Cc1ccnc(NS(=O)(=O)c2ccc(NC(=O)c3cc(=O)c4ccccc4o3)cc2)n1	?	-8%	21%	-2	-2	13%	-3%
CCN(C(=O)Cn1cnc2cc([N+](=O)[O-])ccc2c1=O)C1CCS(=O)(=O)C1 (stereo unspecified)	13%	2%	19%	-11	2	-4%	?
COCCCNC(=S)N1CCN(S(C)(=O)=O)CC1	?	-2%	1%	-4	-2	-8%	0%
FC(F)(F)c1ccc(NCc2ccccn2)nc1	115%[activator]	-3%	-3%	97*	56*	3%	.
Cc1cc(C=O)c(C)n1C(C)C	?	1%	10%	-18	6	-6%	7%
Cc1ccc2nc(-c3cccc(N)c3)[nH]c2c1	-11%	16µM*	-2%	33*	17*	-15%	169%[activator]
O=C(Nc1ccc(Cl)cc1)Nc1ccccc1C(=O)NCc1ccco1	.	-14%	?	58*	56*	-2%	.
CC(=O)c1cccc(N/C=C\C(=O)c2ccc(C)cc2)c1	-43%	-3%	-19%	65*	42*	-10%	296%[activator]
O=C(NCc1ccccc1)c1cc(-c2ccncc2)nc2ccc(S(=O)(=O)N3CCOCC3)cc12	?	1%	-3%	-1	-1	-9%	-28%
COc1cc(NS(=O)(=O)c2cccc3nsnc23)cc(OC)c1	.	3%	14%	-15	-1	1%	-19%
N#C/C(=C\c1cn(-c2ccccc2)nc1-c1ccccc1)S(=O)(=O)c1ccccc1	?	1%	6%	2	-1	-4%	27%
c1ccc(-c2cnc(SCCN3CCOCC3)n2CC2CCCO2)cc1 (stereo unspecified)	?	-8%	8%	-4	-2	2%	-7%
CCOC(=O)N1CCN(C(=O)c2ccc3c(c2)sc2nc(-c4ccc(OC)cc4)cn23)CC1	-4%	2%	14µM*!	51	25*	-19%	?
C#CCOc1ccc2ccccc2c1/C=C(/C#N)c1ccc(C(=O)O)cc1	-5%	0%	-11%	.	3	-1%	?
CCN(CC)c1nc(N)c2c(N)nc3c(c2c1C#N)CC(c1ccccc1)O3 (stereo unspecified)	.	0%	?	-6	-2	2%	2.3µM*
Further entries:
SMILES	Pf growth 96h	LmPK inh	HCV inh	Shiga toxin inh	Cycloheximide cs	TbPYK inhibitor	Pf growth 48h
CCN1C(=O)[C@H]2[C@@H](c3ccc(-c4ccc(Cl)c(Cl)c4)cc3)N[C@@](CC(C)C)(C(=O)OC)[C@H]2C1=O	4.7µM*	.	39%[activator]	.	.	3%	12µM*
CCOc1ccc(N(CC(=O)Nc2ccc(C)c(F)c2)C2=NC3CS(=O)(=O)CC3S2)cc1 (stereo unspecified)	?	2%	-21%	-11	2	13%	?
O=C(O)c1ccc(S(=O)(=O)/N=C2\C=C(Nc3ccccc3F)C(=O)c3ccccc32)cc1	?	-13%	10µM*	33	9	0%	2.6µM*
O=C(CSc1nnc(-c2ccco2)n1-c1ccccc1)NCCc1ccccc1	?	1%	-8%	9	2	-5%	?
COc1ccc(N2C(N)=C(C#N)C(c3cccnc3)C3=C2CC(C)(C)CC3=O)cc1 (stereo unspecified)	-17%	-1%	7%&11%	-2	1	-13%	?
Nc1c(C(=O)NCc2ccccc2)sc2nc(N3CCOCC3)c3c(c12)CCCC3	12µM*	0%	?	17	-4	-17%	?
O=S(=O)(O)c1nc2ccccc2n1CCOc1ccccc1	-14%	0%	15%	14	-2	0%	0%
Cn1ncc(Cl)c1C(=O)NCc1cc(C(C)(C)C)n[nH]1	39%[activator]	0%	-5%	-4	1	-3%	-9%
CCCn1c(=N)n(CCOc2ccc(OC)cc2)c2ccccc21	.	-12%	?	-6	-5	-3%	15µM*
CC(C)C1Oc2ccccc2C(=O)N(CC(=O)c2ccc3c(c2)OCCO3)C1=O (stereo unspecified)	35%[activator]	3%	8%	92*	47*	3%	41%[activator]
Cc1cc(NS(=O)(=O)c2ccc(NC(=O)CCN3C(=O)c4ccccc4C3=O)cc2)no1	.	1%	-15%	-9	-4	1%	20%
COC(=O)c1ccc(C(=O)OC)c(NC(=O)CCc2ccc(C)o2)c1	.	2%	?	0	3	-4%	?
CC(C)C(=O)n1nc(-c2cccnc2)nc1NCc1cccs1	-30%	3%	4%	18	16	-4%	8%
COc1cc(CC(=O)Nc2ccc3c(c2)CCC3)cc(OC)c1OC	-18%	3%	?	2	-6	-5%	?
CN(c1ccc(C(=O)NCc2ccccn2)cc1)S(C)(=O)=O	81%[activator]	-6%	-4%	29	7	4%	46%[activator]
Cc1ccc(C(=O)COC(=O)c2cccc(N3C(=O)c4c(C)nc5ccccc5c4C3=O)c2)cc1C	-17%	3%	13%	35	20	-2%	5%
NC(=O)COC(=O)CNC(=O)c1sc2ccccc2c1Cl	1%	-1%	6%	13	11	-1%	.
COc1cc2c(cc1OC)-c1cc(OCCN3CCOCC3)nc(=O)n1CC2	?	0%	-6%	-10	8	3%	-29%
CCC1OC2(C)OC(=N)C1(C#N)C(C#N)(C#N)C2c1ccccc1 (stereo unspecified)	-29%	3%	16%	14	-2	5%	-19%
O=C(CCSc1nc(-c2ccco2)cc(C(F)(F)F)n1)NCc1cccs1	?	1%	10µM*	-5	-1	-7%	?
CC(C)c1cc(C(=O)O)on1	.	2%	12%	-18	3	-6%	25%
O=c1oc(-c2ccco2)nc2sc3c(c12)CCCC3	-13%	?	8%	3	-1	-3%	19%
CCCC(=O)Nc1c(I)cc(I)c(C[C@H](CC)C(=O)O)c1I	-15%	.	.	.	.	0%	-16%
C#CCOCCOCCOCCNc1nc(N2CCN(C(=O)CCCCCCCCCCNC(=O)[C@H]([C@@H](C)CC)n3cc(CCCCCN)nn3)CC2)nc(N2CCN(C(=O)CCCCCCCCCCNC(=O)[C@@H]([C@H](C)CC)n3cc(CCCCCN)nn3)CC2)n1	?	.	-10%	.	.	.	3.3µM*
O=C(CSc1ccc([N+](=O)[O-])cn1)Nc1ccc2[nH]c(=O)[nH]c2c1	4.7µM*	6%	1%	-15	-1	3%	11%

No new results follow: entries from further up.
SMILES	Pf growth 96h	LmPK inh	HCV inh	Shiga toxin inh	Cycloheximide cs	TbPYK inhibitor	Pf growth 48h
CC(C)C(=O)n1nc(-c2cccnc2)nc1NCc1cccs1	-30%	3%	4%	18	16	-4%	8%
COc1cc(CC(=O)Nc2ccc3c(c2)CCC3)cc(OC)c1OC	-18%	3%	?	2	-6	-5%	?
CN(c1ccc(C(=O)NCc2ccccn2)cc1)S(C)(=O)=O	81%[activator]	-6%	-4%	29	7	4%	46%[activator]
Cc1ccc(C(=O)COC(=O)c2cccc(N3C(=O)c4c(C)nc5ccccc5c4C3=O)c2)cc1C	-17%	3%	13%	35	20	-2%	5%
NC(=O)COC(=O)CNC(=O)c1sc2ccccc2c1Cl	1%	-1%	6%	13	11	-1%	.
COc1cc2c(cc1OC)-c1cc(OCCN3CCOCC3)nc(=O)n1CC2	?	0%	-6%	-10	8	3%	-29%
CCC1OC2(C)OC(=N)C1(C#N)C(C#N)(C#N)C2c1ccccc1 (stereo unspecified)	-29%	3%	16%	14	-2	5%	-19%
O=C(CCSc1nc(-c2ccco2)cc(C(F)(F)F)n1)NCc1cccs1	?	1%	10µM*	-5	-1	-7%	?
CC(C)c1cc(C(=O)O)on1	.	2%	12%	-18	3	-6%	25%
O=c1oc(-c2ccco2)nc2sc3c(c12)CCCC3	-13%	?	8%	3	-1	-3%	19%
CCCC(=O)Nc1c(I)cc(I)c(C[C@H](CC)C(=O)O)c1I	-15%	.	.	.	.	0%	-16%
C#CCOCCOCCOCCNc1nc(N2CCN(C(=O)CCCCCCCCCCNC(=O)[C@H]([C@@H](C)CC)n3cc(CCCCCN)nn3)CC2)nc(N2CCN(C(=O)CCCCCCCCCCNC(=O)[C@@H]([C@H](C)CC)n3cc(CCCCCN)nn3)CC2)n1	?	.	-10%	.	.	.	3.3µM*
O=C(CSc1ccc([N+](=O)[O-])cn1)Nc1ccc2[nH]c(=O)[nH]c2c1	4.7µM*	6%	1%	-15	-1	3%	11%

Additional compounds follow:
SMILES	Pf growth 96h	LmPK inh	HCV inh	Shiga toxin inh	Cycloheximide cs	TbPYK inhibitor	Pf growth 48h
COc1ccc(CC(=O)OCN2C(=O)c3ccccc3C2=O)cc1	14%	0%	11%	-3	-2	-1%	37%
COc1cc(C(=O)OCC(=O)NC(N)=O)cc(CN2C(=O)c3ccccc3C2=O)c1OC	-12%	6%	21%	2	-4	-3%	.
O=C(Nc1cccnc1)c1cccc(S(=O)(=O)N2CCCCC2)c1	-17%	1%	-13%	-12	-2	-18%	-22%
O=C(Cn1ccc2ccccc21)Nc1ccc2c(c1)OCO2	-36%	2%	-5%	22	0	-4%	11%
Nc1ccc(C(=O)N/N=C/c2cn(Cc3ccccc3F)c3ccccc23)cc1	-5%	2%	?	33*	19*	1%	-13%
O=C(Cc1ccc(F)cc1)NCCc1ccc(F)cc1	-25%	2%	4%	-4	6	-2%	.
CCOc1ccc(NS(=O)(=O)c2ccc3c(c2)oc(=O)n3C)cc1	-28%	9%	-1%	-12	-1	0%	2%
CC1=C(C#N)CCC(=O)N1Cc1ccc(C)cc1	88%[activator]	-3%	17%	-36	-2	-2%	8%
Cc1nc2ccc(NS(=O)(=O)c3ccc(C)c(C)c3)cc2s1	23%	1%	?	-9	-2	-11%	.
O=C(O)c1ccccc1C(=O)NCC(O)COCC1CC=CCC1 (stereo unspecified)	5%	0%	12%	12	2	-1%	21%

Screening data as filed in PubChem.
